High-throughput results from PubChem BioAssay.
TDP43 rescue = rescues yeast growth from TDP-43 toxicity. TDP-43 expressing yeast growth rescue, BacTiter-Glo, 24 h. Potency, µM (doses to about 46.1 µM), for the others: top-dose growth rescue (activation), actives largely listed as activators. 410,000 compounds, 1.8% hits. AID 652104; note: % of control where 0% means no effect; nearly all actives have a fitted effect of over 50% in size
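Cell-based yeast growth screen: TDP-43 expression induced in galactose, inoculum OD600=0.02 after raffinose pregrowth to mid-log. Read-out BacTiter-Glo luminescence at 24 hr, 30 deg C; inhibition of toxicity seen as signal increase.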
EPAC1 ag = EPAC1 (human) agonism. O95398. EPAC1 agonist qHTS, biochemical assay; response scale: 100% = response to 6.5 mM cAMP. Potency, µM (top dose mostly 154 µM), inactives show top-dose activation, hits mostly activators. 360,000 compounds, 0.073% hits; note: nearly all actives have a fitted effect of over 60% in size
Target sequence (O95398 whole entry, looked up): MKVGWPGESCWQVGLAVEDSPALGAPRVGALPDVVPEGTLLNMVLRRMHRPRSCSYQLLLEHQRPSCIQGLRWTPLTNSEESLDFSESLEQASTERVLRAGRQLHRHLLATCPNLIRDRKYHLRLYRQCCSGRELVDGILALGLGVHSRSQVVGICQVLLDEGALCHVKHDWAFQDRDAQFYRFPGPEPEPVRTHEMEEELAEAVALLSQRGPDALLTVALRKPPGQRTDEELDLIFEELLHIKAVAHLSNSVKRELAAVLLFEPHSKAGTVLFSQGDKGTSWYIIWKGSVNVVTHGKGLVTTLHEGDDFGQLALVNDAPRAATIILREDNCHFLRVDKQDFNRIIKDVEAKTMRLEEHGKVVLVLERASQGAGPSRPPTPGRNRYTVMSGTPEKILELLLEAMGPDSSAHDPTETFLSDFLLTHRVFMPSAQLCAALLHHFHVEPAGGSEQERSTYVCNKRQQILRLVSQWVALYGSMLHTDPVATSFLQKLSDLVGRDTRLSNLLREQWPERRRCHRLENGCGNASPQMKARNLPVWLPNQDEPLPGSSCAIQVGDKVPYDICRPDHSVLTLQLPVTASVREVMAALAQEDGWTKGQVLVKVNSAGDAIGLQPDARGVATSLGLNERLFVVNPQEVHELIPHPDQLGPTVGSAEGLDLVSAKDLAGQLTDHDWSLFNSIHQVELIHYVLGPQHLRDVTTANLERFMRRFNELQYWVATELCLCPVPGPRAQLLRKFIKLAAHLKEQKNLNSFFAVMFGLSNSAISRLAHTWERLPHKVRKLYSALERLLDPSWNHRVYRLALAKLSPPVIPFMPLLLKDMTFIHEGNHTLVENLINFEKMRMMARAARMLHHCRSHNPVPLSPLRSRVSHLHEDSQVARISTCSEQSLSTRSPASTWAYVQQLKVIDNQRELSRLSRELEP
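Nucleotide exchange by EPAC1 (100 nM) on Rap1B–BODIPY-GDP (250 nM) in the presence of 50 uM GDP is tracked fluorescently at 480/540 nm over 30 min. Signals are normalized to a 6.5 mM cAMP control.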
FUS yeast rescue = FUS proteinopathy suppression in yeast; S. cerevisiae FUS-expressing, growth rescue, OD600, 24 h; AID 1347120; Potency, µM (doses to about 76.6 µM), inactives show top-dose growth rescue (activation), hits mostly activators; 390,000 compounds, 0.24% hits;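 note: plate controls were DMSO vehicle for no effect and reference control for full effect; nearly all actives have a fitted effect of over 55% in size; some results filed as inactive show a strong effect at the top dose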
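Quantitative HTS measuring growth restoration of FUS-toxic yeast. Galactose-induced cells (OD 0.005) were exposed 24hr at 30C to compounds at several concentrations, then absorbance at 600 nm was recorded.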
EPAC1 antagonist = blocks human EPAC1 exchange factor. EPAC1 GEF assay, Rap1b-BODIPY-GDP exchange fluorescence. AID 720709. O95398. 360,000 compounds, 0.14% hits. Potency, µM (titrated, usually from 115 µM), inactives show at the highest dose activity change, negative = inhibition, hits mostly inhibitors;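 note: plate controls were vehicle for no effect and positive control for full effect; nearly all actives have a fitted effect of over 50% in size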
EPAC2 antagonist = blocks human EPAC2 exchange factor. Q8WZA2. EPAC2 GEF exchange of Rap1B-BODIPY-GDP, fluorescence. Potency, µM (titrated, usually from 114 µM), inactives show at the highest dose activity, negative = inhibition, hits mostly inhibitors. 360,000 compounds, 0.18% hits. AID 720708; note: % is set by controls: 0 for no effect and ±100 for the full control effect; nearly all actives have a fitted effect of over 45% in size; many of its hits are not listed in these tables
PTHR1 agonist = agonists of human PTHR1 parathyroid hormone receptor; Q03431; HEK293 GP2 PTHR1 cells, GloSensor cAMP luminescence, 1 h; Potency, µM (titrated, usually from 115 µM), inactives show at the top dose activation, most hits filed as activators; 410,000 compounds, 0.075% hits; AID 743266; note: nearly all actives have a fitted effect of over 55% in size; some results filed as inactive show a strong effect at the top dose; inactives centre near -15; many of its hits are not listed in these tables
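HEK-293-derived GP2 cells expressing PTHR1 and a GloSensor cAMP reporter, 3,000/well, plated overnight, given luciferin plus IBMX (each 0.5 mM as added) for 1 h at 37 °C, then compound for 1 h at 37 °C. Luminescence was read after 15 min at room temperature.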
EPAC2 ag = agonists of human EPAC2 (RAPGEF4); Q8WZA2; EPAC2 activation, biochemical qHTS; response scale: 100% = 6.5 mM cAMP response; 360,000 compounds, 0.079% hits; Potency, µM (highest dose often 154 µM), for inactives: top-dose activation, hits mostly activators; note: nearly all actives have a fitted effect of over 50% in size
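Fluorescence exchange assay: 100 nM EPAC2 with 250 nM RAP1B-BODIPY-GDP and 50 uM GDP; compounds tested as a concentration-titration series (qHTS). Loss of Rap1-bound BODIPY-GDP fluorescence read at 480/540 nm; data normalized to 6.5 mM cAMP.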
aSyn rescue = inhibitors of alpha-synuclein toxicity in yeast; 370,000 compounds, 0.14% hits; Potency, µM (doses to about 46.1 µM), for inactives: at the highest dose growth rescue (activation), most hits filed as activators; Yeast expressing alpha-synuclein, growth rescue, BacTiter-Glo, 24 h; AID 652106; note: % of control where 0% means no effect; nearly all actives have a fitted effect of over 65% in size
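Rescue of yeast growth: cells expressing toxic alpha-synuclein, induced in galactose at OD600 0.02, incubated with compound 24 h at 30 C. ATP luminescence quantified growth; inhibitors of toxicity appear as activators.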
The depositor's hits bear a star; i = inactive; ? = inconclusive; . = no result given; [ ] = another dose, or the depositor's remark. Calls come from the whole dose curve; as a rule, active = well fitted curve in the direction sought with a large enough effect; inconclusive = small, poorly fitted or top-dose-only effect, or another doubt; inactive = no such curve, though single readings can be large; an effect the other way counts as inactive or inconclusive. Potency is the fitted concentration of half-maximal effect.

nr	SMILES	TDP43 rescue	EPAC1 ag	FUS yeast rescue	EPAC1 antagonist	EPAC2 antagonist	PTHR1 agonist	EPAC2 ag	aSyn rescue
1	CCCCn1c(SCC(=O)N2CCCCC2C)nc2cc(S(N)(=O)=O)ccc21 (centres undefined)	2%	9%	-4%	-1%	6%	i	10%	7%
2	S=C(Nc1ccccc1Cl)N(Cc1ccccc1)Cc1ccccn1	?	-3%	18%	-2%	-10%	i	-3%	9%
3	CCN(CC(=O)Nc1ccc(NC(C)=O)cc1)C(=O)Cc1ccc(S(=O)(=O)N2CCOCC2)s1	17%	3%	17%	8%	13%	i	-4%	10%
4	Nc1ccccc1Nc1ccncc1[N+](=O)[O-]	-12%	1%	-18%	8%	18%	13%[57.5 µM]	5%	-10%
5	Cn1c(N)c(N=O)c(=O)n(C)c1=S	-26%	1%	-2%	30%	20%	i	8%	-2%
6	O=C(O)CCc1nc(-c2cccs2)no1	11%	-4%	.	-30%	-2%	-22%	16%	-2%
7	COc1ccccc1N(CC(=O)NC1CCCC1)C(=O)c1oc(C(C)(C)C)cc1C	-7%[0.397 µM]	-8%	31%	-26%	?	-24%	-1%	2%
8	Cc1cccc(C(=O)/C=C2/c3ccccc3CC(C)(C)N2C)c1	-22%	3%	16%	4%	5%	i	1%	-4%
9	C[C@]12CC[C@@H]3c4ccc(O)cc4CC[C@H]3[C@@H]1CC[C@@H]2OC(=O)CCC(=O)O	18%	-6%	5%	-3%	-7%	-15%	6%	-44%[inhibitor]
10	CC(=O)OC(COC1C[C@@H]2CC[C@@]1(C)C2(C)C)C[N+]1(C)CCCCC1 (some centres undefined)	11%	0%	-20%	-1%	5%	i	11%	0%
11	CN1CCN(C2CCCCC2NS(=O)(=O)c2ccccc2)CC1 (centres undefined)	-15%	1%	-4%	-4%	2%	-26%	11%	-9%
12	CC(C)N1CC2(CC(c3ccccc3F)=NO2)CN1C(=O)c1ccco1 (centres undefined)	19%	10%	-19%	9%	-9%	-6%	11%	2%
13	Cc1ccc(S(=O)(=O)N(C)C)cc1-n1c(SCC(=O)N(C)C)nc2ccccc2c1=O	6%	13%	1%	?	-9%	i	7%	-5%
14	COc1ccc(C)cc1NC(=O)CSc1nnc(-c2ccc(Br)cc2)o1	-6%	2%	-15%	11%	7%	i	1%	20%
15	COc1ccc(NC(=O)C2CCN(S(=O)(=O)c3ccc4c(c3)CCCC(=O)N4)CC2)cc1OC	-8%	.	5%	.	.	i	.	0%
16	CCOC(=O)C1CCc2c(ccc3ccccc23)N1CCC#N (centres undefined)	?	1%	13%	-14%	?	-3%	-2%	3%
17	O=C(COC(=O)COc1ccc(Cl)cc1)NCc1ccc2c(c1)OCO2	-5%	0%	-14%	6%	13%	i	11%	-2%
18	O=C(CC1C(=O)NCCN1Cc1ccccc1C(F)(F)F)NCCn1cccn1 (centres undefined)	.	6%	4%	?	4%	-8%	3%	0%
19	CC1CCN(Cc2nnnn2CCCC(=O)NC(c2ccccn2)C(F)(F)F)CC1 (centres undefined)	3%	-15%	2%	-2%	4%	i	-1%	-2%
20	COc1ccc(/C=N/NC(=O)c2ccc3c(c2)OCCO3)cc1[N+](=O)[O-]	-7%	3%	.	-16%	-16%	-24%	9%	-10%
21	COc1ccccc1C(=O)Oc1ccc(C(C)C)cc1	-3%	24%	25%	-11%	-21%	-1%[57.5 µM]	12%	-1%
22	S=C(NCc1ccccc1)Nc1cccc(Cl)c1	28µM*	8%	.	-15%	1%	i	17%	-11%
23	O=C(NNC(=O)c1ccccc1-n1cccc1)c1ccc(Cl)cc1Cl	0%	10%	-9%	-16%	-12%	i	13%	-1%
24	Cc1ccc(S(=O)(=O)Nc2nc3ccccc3nc2N2CCOCC2)cc1	?	-3%	10%	19%	1%	-15%	1%	1%
25	CCCC(=O)Nc1ccccc1NC(=O)c1cc(OC)c(OC)c(OC)c1	6%	6%	3%	4%	-17%	-4%	-4%	0%
26	CCn1cc(C(=O)OCC(=O)Nc2cc(S(=O)(=O)N(C)C)ccc2C)c(=O)c2ccc(C)nc21	23%	6%	19%	9%	-2%	-5%	3%	11%
27	COc1ccc(C2CC(O)(c3ccccc3)Oc3cc(OC)ccc32)cc1 (centres undefined)	20µM*	0%	24%	-16%	?	-55%[inhibitor]	17%	?
28	O=C(NCCSc1ccc(Cl)cc1)c1ccc(CN2CCOCC2)cc1	-14%[9.22 µM]	0%	12%	-9%	-7%	-29%	14%	2%
29	Cc1cc(N/C=C(\C#N)S(=O)(=O)c2ccc(Cl)cc2)nc(C)n1	3%	5%	5%	-4%	4%	-45%[inhibitor]	-2%	9%
30	Cc1ccc(C(=O)NNC(=O)Cn2nnc3ccccc32)cc1	-22%	-6%	3%	-5%	-3%	i	-5%	4%
31	COc1cc(C(=O)Nc2cc(S(=O)(=O)N3CCOCC3)ccc2N2CCN(C)CC2)cc(OC)c1OC	-2%	-4%	7%	?	0%	17%	2%	1%
32	CN(CC(=O)Nc1ccccc1Cl)C(=O)COC(=O)CN1C(=O)NC2(CCCC2)C1=O	-34%[inhibitor]	4%	37%	4%	20%	i	12%	-2%
33	CCOC(=O)CCCCCC(=O)Nc1ccc2c(c1)C(=O)N([C@H](C)CO)C[C@@H](C)[C@@H](CN(C)C(=O)CCC(F)(F)F)OCCCC[C@H](C)O2	0%	-10%	30%	10%	4%	-18%	-3%	?
34	CS(=O)(=O)c1ccc(-c2cccc(NC(=O)c3ccco3)c2)nn1	9%	4%	12%	9%	3%	-31%	-6%	5%
35	CCc1nnc(NC(=O)CCc2c[nH]c3ccccc23)s1	-6%	11%	13%	-29%	-3%	-7%	6%	-12%
36	COc1ccc(NS(=O)(=O)c2cccc(C(=O)NNC(=O)c3ccc(C)o3)c2)cc1	8%	13%	9%	-9%	-4%	-22%	5%	-4%
37	CN(C)CCCN(C(=O)c1ccc(S(=O)(=O)N(C)Cc2ccccc2)cc1)c1nc2cc3c(cc2s1)OCO3	-3%	4%	?	3%	-5%	i	8%	3%
38	CCCN(CC(=O)Nc1ccccc1OC)C(=O)c1cnc(Cl)c(Cl)c1	-6%	6%	26%	13%	3%	-8%	7%	-6%
39	COc1ccc(S(=O)(=O)N(C)C)cc1NC(=O)c1ccc(OCC2CCCO2)cc1 (centres undefined)	-13%	-6%	10%	-3%	6%	-18%	4%	-1%
40	O=C(OCc1nnc(-c2cccs2)o1)c1cccnc1Cl	?	2%	-17%	2%	0%	-19%	10%	-10%
41	Cc1cccc(C(=O)Nc2ccccc2SCC(=O)Nc2ccc(C)c(Cl)c2)c1	0%	7%	-5%	-15%	-4%	i	0%	-3%
42	C=C1[C@@H](O)[C@@H]2O[C@]3(CC[C@H](/C=C/[C@@H](C)[C@@H]4CC(C)=CC5(O[C@H](C[C@@](C)(O)C(=O)OC)CC[C@H]5O)O4)O3)CC[C@H]2O[C@@H]1[C@@H](O)C[C@H](C)[C@H]1OC2(CCCCO2)CC[C@H]1C (some centres undefined)	?	-15%	?	1%	15%	0%	-4%	2%
43	COc1ccccc1CNC(=O)COC(=O)CSc1ccc(F)cc1	-23%	0%	14%	6%	-5%	?	14%	0%
44	CN(C(=O)CSc1nnc(-c2cccs2)n1C1CC1)C1CCS(=O)(=O)C1 (centres undefined)	21%	16%	2%	-1%	5%	i	12%	-2%
45	Cc1cccnc1NC(N)=S	.	7%	-3%	?	-3%	-10%	3%	-9%
46	O=C(Nc1ccc(F)cc1)c1cncs1	17%	-3%	-4%	1%	-4%	i	7%	-1%
47	Cc1onc(-c2ccccc2)c1C(=O)OCC(=O)N(CC(C)C)c1c(N)n(Cc2ccccc2)c(=O)[nH]c1=O	7%	0%	-10%	1%	-6%	-12%	-6%	3%
48	COc1cc(C(=O)Oc2cccc(C)c2)cc(OC)c1OC	10%	-6%	-5%	5%	6%	i	2%	-2%
49	O=C(CCC1N=C2c3ccccc3N=C(SCc3cccc(Cl)c3)N2C1=O)NCc1ccco1 (centres undefined)	4%	5%	32%	-17%	-5%	-35%	8%	0%
50	Cc1cccc(C)c1OCC(O)Cn1nnc2ccccc21 (centres undefined)	19%	5%	-5%	1%	18%	i	13%	2%

An excerpt from above, showing only EPAC2 ag, EPAC2 antagonist and TDP43 rescue.
entry	SMILES	EPAC2 ag	EPAC2 antagonist	TDP43 rescue
34	CS(=O)(=O)c1ccc(-c2cccc(NC(=O)c3ccco3)c2)nn1	-6%	3%	9%
50	Cc1cccc(C)c1OCC(O)Cn1nnc2ccccc21 (centres undefined)	13%	18%	19%
38	CCCN(CC(=O)Nc1ccccc1OC)C(=O)c1cnc(Cl)c(Cl)c1	7%	3%	-6%
41	Cc1cccc(C(=O)Nc2ccccc2SCC(=O)Nc2ccc(C)c(Cl)c2)c1	0%	-4%	0%

An excerpt from above in order of their number in EPAC2 antagonist, largest number first.
# | SMILES | EPAC1 antagonist | EPAC2 antagonist | PTHR1 agonist
44 | CN(C(=O)CSc1nnc(-c2cccs2)n1C1CC1)C1CCS(=O)(=O)C1 (centres undefined) | -1% | 5% | i
35 | CCc1nnc(NC(=O)CCc2c[nH]c3ccccc23)s1 | -29% | -3% | -7%
36 | COc1ccc(NS(=O)(=O)c2cccc(C(=O)NNC(=O)c3ccc(C)o3)c2)cc1 | -9% | -4% | -22%

These rows are one share of the data, so the mix of outcomes need not match the whole.
